# Compound activity deposited in PubChem by several laboratories.
# Bim-Mcl-1: inhibitors of Bim peptide binding to Mcl-1, primary screen, biochemical, bead-based flow cytometry, multiplex; Bim peptide-Mcl-1 binding; inhibition, % at 10 µM; 0.1% of 190,000 active; Induced myeloid leukemia cell differentiation protein Mcl-1 (Homo sapiens), Q07820; in the data active = inhibition above about 40%;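 also: 0% = no compound tracer wells and 100% = peptide blocker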
# Target sequence (Q07820 whole entry, looked up): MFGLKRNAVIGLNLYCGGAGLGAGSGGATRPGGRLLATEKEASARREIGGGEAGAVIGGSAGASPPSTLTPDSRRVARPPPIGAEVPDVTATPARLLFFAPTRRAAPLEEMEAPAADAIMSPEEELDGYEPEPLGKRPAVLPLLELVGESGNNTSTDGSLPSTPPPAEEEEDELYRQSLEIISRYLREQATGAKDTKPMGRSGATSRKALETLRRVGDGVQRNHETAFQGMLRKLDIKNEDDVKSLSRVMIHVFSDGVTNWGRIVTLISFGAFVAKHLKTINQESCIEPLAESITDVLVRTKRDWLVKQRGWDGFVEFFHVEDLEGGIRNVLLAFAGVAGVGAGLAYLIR
# HRas wt GTP bind: modulators of GTP binding to HRas wildtype, primary screen, biochemical, bead-based flow cytometry, multiplex; GTPase HRas (Homo sapiens), P01112; GST-Ras wt beads, Bodipy-FL-GTP binding; actives lie on both sides; GTP binding activity, % at 10 µM; 0.14% of 190,000 active;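 active = GTP binding activity at least 20% away from the 100% baseline, either lowered as inhibitor or raised as activator; inconclusive = flagged as likely green fluorescent, judged across all proteins in the well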;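 also: 0% = unlabeled GTP competition control and 100% = no-compound control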
# Target sequence (P01112 whole entry, looked up): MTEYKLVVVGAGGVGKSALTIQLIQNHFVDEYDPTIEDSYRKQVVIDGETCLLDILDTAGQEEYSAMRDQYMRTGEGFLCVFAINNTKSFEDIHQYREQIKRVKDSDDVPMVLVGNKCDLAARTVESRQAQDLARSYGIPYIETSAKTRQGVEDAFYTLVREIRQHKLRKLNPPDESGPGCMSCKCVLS
# Rab2A wt mod: modulators of GTP binding to Rab2A wildtype, primary screen, biochemical, dog, bead-based flow cytometry, multiplex; Ras-related protein Rab-2A (Canis lupus familiaris), P61105; GST-Rab2 wt beads, Bodipy-GTP binding; GTP binding activity, % at 10 µM; 0.19% of 190,000 active; AID 760, 2007;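 active = GTP binding activity at least 20 points away from 100%, either lowered or raised; inconclusive = signal likely due to the compound's own green fluorescence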;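 also: 0% = beads with excess unlabeled GTP and 100% = no-compound control corrected for plate trend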
# Mcl1 Noxa PPI: Mcl-1/Noxa binding inhibitors, primary screen, biochemical, TR-FRET, 1536-well; TR-FRET Mcl-1/Noxa peptide binding, 2 h; inhibition, % at 21.7 µM; 1.5% of 220,000 active; AID 1022, 2008;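 active = compounds that cut the protein-peptide binding signal by more than 50% relative to plate controls in a single-dose test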;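 also: His-tagged Mcl-1 with rhodamine Noxa BH3 peptide and terbium anti-His antibody; 0% = Mcl-1 plus Noxa peptide wells and 100% = peptide-only wells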
# Pf gametocyte: late stage P. falciparum gametocyte viability inhibitors, primary screen, ATP luminescence, HTS. P. falciparum stage V gametocytes, 24 h. inhibition, % at 10.9 µM. 0.065% of 150,000 active;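 active = inhibition above the mean plus 3 SD of compounds within the control limits, set per campaign, cut at about 38% in these data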;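 also: 0% = DMSO wells and 100% = medium only without gametocytes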
# Rab7 wt GTP bind: modulators of GTP binding to Rab7, primary screen, biochemical, wildtype, multiplex bead flow cytometry; GTP binding activity (percent of control), % at 10 µM; 0.055% of 190,000 active; Rab7 GTPase wild type (dog), Bodipy-FL-GTP binding; AID 758, 2007; GST-Rab7 beads, fluorescent GTP binding; actives lie on both sides; untreated = 100%, excess cold GTP = 0%;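 active = fluorescent GTP binding to Rab7 beads changed by at least 20 points from the 100% baseline, either direction, mostly lower; inconclusive = compound itself probably fluorescent, or too few beads counted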;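 also: median green fluorescence of bound Bodipy-FL-GTP per Rab7 bead population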
# Cdc42 wt GTP: modulators of GTP binding to wildtype Cdc42, primary screen, biochemical, multiplex bead flow cytometry, Bodipy-GTP | 0.2% of 190,000 active | GST-Cdc42 beads; actives lie on both sides | percent activity (GTP binding), % at 10 µM | Cell division control protein 42 homolog (Homo sapiens), P60953;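 active = percent activity GTP binding at least 20 points away from the 100% baseline, either down as inhibitor or up as activator; inconclusive = compound flagged as likely green fluorescent from well-wide comparison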;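 also: median bead fluorescence of bound Bodipy-FL-GTP at 100 nM; 0% = excess unlabeled GTP control and 100% = no compound control; below 100% means less GTP binding so inhibitor and above means activator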
# Target sequence (P60953 whole entry, looked up): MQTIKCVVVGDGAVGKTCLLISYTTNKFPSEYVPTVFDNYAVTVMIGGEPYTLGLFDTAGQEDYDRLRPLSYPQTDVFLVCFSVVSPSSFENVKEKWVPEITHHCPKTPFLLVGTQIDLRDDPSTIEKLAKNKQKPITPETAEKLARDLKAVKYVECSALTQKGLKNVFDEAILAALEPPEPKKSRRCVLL
# Rac1 wt modul: wildtype Rac1 GTP binding modulators, primary screen, biochemical, GST-Rac1 beads, flow cytometry, multiplex; 0.27% of 190,000 active; fluorescent GTP binding; actives lie on both sides; 0 = cold GTP competed, 100 = untreated; GTP binding activity (% of control), % at 10 µM; Ras-related C3 botulinum toxin substrate 1 (Homo sapiens), P63000;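 active = GTP binding activity at least 20 points away from the 100% control level, either lower or higher; inconclusive = compound flagged as likely green fluorescent, judged across all proteins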
# Mcl1-Bid inh: Mcl-1/Bid binding inhibitors, primary screen, biochemical, TR-FRET, 1536-well. TR-FRET Mcl-1/Bid-Dy647 peptide binding. 0.97% of 220,000 active. inhibition, % at 21.7 µM. AID 1021, 2008;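 active = compounds that cut the binding signal by more than half at the single screening dose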;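 also: His-tagged Mcl-1 with europium anti-His antibody binding Bid BH3 peptide; 0% = Mcl-1 plus peptide wells and 100% = peptide-only wells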
# Rac1 mut GTP: GTP binding modulators of activated mutant Rac1, primary screen, biochemical, bead-based flow cytometry, multiplex, fluorescent GTP; 0.11% of 190,000 active; AID 764, 2007; percent activity (GTP binding), % at 10 µM; GST-Rac1 activated beads; actives lie on both sides; 100% means binding = to untreated wells; Ras-related C3 botulinum toxin substrate 1 (Homo sapiens), P63000;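 active = GTP binding at least 20 percentage points away from the 100% baseline, in either direction, so actives lie on both sides; inconclusive = Compound likely fluorescent itself, or too few beads counted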
# Avidin bead fluor: green autofluorescence of compounds with avidin beads – biophysical, 488/530 nm, flow cytometry, artefact control, profiling panel. compound fluorescence 488/530 nm; stronger effect = higher value. fluorescence (KMESF) at 10 µM. 0.38% of 220,000 active; in the data active = fluorescence above about 47; also: inactives centre near 10
# Active calls of the source: *; ? = inconclusive; . = not tested or not shown.
nr	SMILES	Bim-Mcl-1	HRas wt GTP bind	Rab2A wt mod	Mcl1 Noxa PPI	Pf gametocyte	Rab7 wt GTP bind	Cdc42 wt GTP	Rac1 wt modul	Mcl1-Bid inh	Rac1 mut GTP	Avidin bead fluor
1	O=c1oc2ccccc2c(NCc2cccc(F)c2)c1[N+](=O)[O-]	1	101	103	8	.	98	103	108	-28	101	4
2	Cc1noc(C)c1S(=O)(=O)N(CC(=O)Nc1ccc2c(c1)OCCO2)c1ccc(C(C)C)cc1	-2	100	99	2	.	100	99	104	-18	97	8
3	NC(=S)NNc1cccc(Cl)c1	-3	102	102	8	.	102	100	102	-35	102	10
4	NC(=O)CCC(NS(=O)(=O)c1ccc(Cl)cc1)C(=O)NCc1ccc(Cl)cc1 (centres undefined)	-1	99	100	14	2	100	101	104	3	100	6
5	COc1ccc(-c2nnn(CC(=O)N(CCCO)C(C(=O)NC3CCCC3)c3ccc(F)cc3)n2)cc1 (centres undefined)	-5	95	96	30	-19	96	97	99	-10	95	13
6	Cc1ccc(-c2nn3c(C)nnc3s2)cc1NC(=O)C(C)C	0	104	106	-21	.	98	109	107	-27	101	8
7	Cc1ccc(N=C2NC(=O)C(CC(=O)NCc3ccccc3)S2)cc1C (centres undefined)	-1	98	96	0	-26	97	97	100	-7	99	2
8	CCC1(c2ccccc2)NC(=O)N(CC(=O)N2CCN(S(=O)(=O)c3ccccc3)CC2)C1=O (centres undefined)	-2	101	101	20	-7	101	105	103	-36	99	12
9	Cc1cc(C)c(S(=O)(=O)NCc2ccncc2)c(C)c1	2	101	102	-4	.	100	104	105	-10	102	8
10	CCC/C(=C1/C(=O)CC(C)(C)C(C(=O)OC)C1=O)N1CCCC1 (centres undefined)	-2	102	102	22	10	100	110	103	-12	100	10
11	CCOC(=O)N1CCC(NC(=S)Nc2ccc3nc(N4CCN(C)CC4)cc(C)c3c2)CC1	0	101	101	9	-10	98	99	103	-46	101	8
12	Cc1cc(C)nc(N2CCC(C(=O)O)CC2)n1	-1	100	102	14	.	97	103	103	10	98	11
13	COc1cccc(CNC(=O)Cn2cccc2)c1	-4	100	100	-8	.	99	101	102	-60	100	13
14	CC(C)N(Cc1cc2ccccc2[nH]c1=O)C(=O)c1cccnc1	-2	95	97	5	.	96	97	98	-2	96	10
15	CCOC(=O)c1c(NC(=O)CSc2nnc(-c3ccco3)o2)sc(C)c1C	-2	102	101	0	33	102	103	102	-18	101	35
16	COc1ccc(N(CC(=O)Nc2cc(C(=O)O)ccc2C)S(=O)(=O)c2c(C)noc2C)cc1	0	100	100	9	-58	101	102	104	-14	99	10
17	Cn1c(=O)c2c(ncn2Cc2cc(-c3ccccc3)no2)n(C)c1=O	-4	105	103	19	0	102	107	106	-9	101	6
18	CCc1cccc2c(C(=O)Cn3nnc(-c4ccc(OC)c(OC)c4)n3)c[nH]c12	0	100	103	0	-9	103	100	104	-1	100	11
19	Cc1ccc(OCC(=O)c2cc(C)n(CC(F)(F)F)c2C)c([N+](=O)[O-])n1	-4	97	98	-7	-4	97	99	99	-51	96	13
20	CC1CCCN(c2cc(N(C)CCO)c([N+](=O)[O-])c3nonc23)C1 (centres undefined)	-2	97	96	21	-20	95	96	101	-3	95	9
21	COc1coc(C(O)CN)cc1=O (centres undefined)	-5	98	97	-2	22	97	103	104	-3	100	8
22	O=C(CN1C(=O)COc2ccccc21)NCCCN1CCc2ccccc2C1	-4	98	95	-23	8	93	98	95	-25	95	12
23	Cc1nnc2n(-c3ccccc3)c(=O)c3c4c(sc3n12)COC(C(C)C)C4 (centres undefined)	-4	101	101	4	.	100	103	109	1	96	15
24	CCCn1c(SCC(=O)C(C)(C)C)nc2ccccc21	-4	96	94	31	12	95	95	99	21	99	17
25	O=C(O)CCC(=O)Nc1ccc(Cc2ccc(NC(=O)CCC(=O)O)c(O)c2)cc1O	0	101	99	11	.	100	103	104	-41	101	4
26	CC(C)C(=O)NCCCc1ccccc1	-4	106	108	23	9	98	109	106	-12	101	19
27	O=C(NCCN1CCN(c2ccccc2)CC1)c1ccc(NC(=O)C2CCCO2)cc1 (centres undefined)	-3	102	100	-1	.	104	102	106	-11	100	8
28	O=C(CCC1CCCN(C2C3CC4CC(C3)CC2C4)C1)NCc1ccc(F)c(F)c1 (centres undefined)	-2	99	97	-7	6	98	99	98	-22	95	6
29	CCS(=O)(=O)NC(C)C(c1cccs1)N1CCN(c2ccc(OC)cc2)CC1 (centres undefined)	2	?	?	16	.	?	?	?	-45	?	22
30	CCN(CC)CCN(C(=O)Cn1nnc(-c2ccc(OC)c(OC)c2)n1)C(C(=O)NC1CCCC1)c1ccc(F)cc1 (centres undefined)	2	100	97	7	5	97	96	103	7	96	33
31	Cc1ccc2[nH]c(=O)c(-c3nc4c(C)cccn4c3NCc3ccco3)cc2c1	-2	98	99	18	-7	95	101	101	17	98	12
32	CCOC(=O)Cc1csc(NC(=S)NC(=O)c2ccc(F)cc2)n1	-1	98	94	18	-17	98	97	96	-37	90	14
33	CCOC(=O)C1(Cc2ccccc2)CCN(Cc2ccc3cc(NC(C)=O)ccc3n2)CC1	-39	100	100	3	-20	99	98	102	-16	98	5
34	O=C(NCCN1C(=O)C2C3C=CC(C3)C2C1=O)NCc1ccccc1 (centres undefined)	-1	101	99	-1	.	101	104	106	-1	98	29
35	CCN(C)Cc1c(C(=O)N2CCc3ccccc3C2)nc2ccc(Cl)cn12	-5	98	95	-11	18	97	96	102	-11	97	2
36	Cn1cc(Br)c(C(=O)Nc2c(F)c(F)c(F)c(F)c2F)n1	-3	101	103	5	.	106	105	106	-20	101	11
37	Cc1cc(C)c(OCC(=O)N/N=C/c2ccco2)c(C)c1	-4	95	91	14	17	93	95	94	-11	92	40
38	CC(=O)Nc1ccc(C(=O)OC2CCCCC2=O)cc1 (centres undefined)	-8	100	100	13	.	101	100	102	-32	98	6
39	O=C(NCCCCCCOC1=NS(=O)(=O)c2ccccc21)C(=O)Nc1ccccc1	0	99	97	-11	-23	98	98	102	22	97	23
40	CC(=O)N1CCN=C1SCc1ccccc1F	1	104	103	4	.	100	103	103	-36	100	7
41	Cc1cc(C)c(OCC(=O)Nc2cc(C(=O)O)cc(C(=O)O)c2)cc1C	0	101	98	-5	-7	104	98	99	7	99	12
42	CC(=O)/C=C/c1ccc2ccccc2n1	-3	101	100	2	14	99	101	100	5	99	9
43	CCOC(=O)c1c(N)c(C#N)nn1-c1ccccc1C(=O)OC	1	102	100	-1	-4	103	102	105	-20	99	6
44	Cc1cccc(CC2CC(=O)N(c3nc4ccccc4s3)C2=O)c1 (centres undefined)	-2	94	94	0	-5	95	94	97	-25	94	21
45	O=C(CCC(=O)N(c1cccc(F)c1)C(C(=O)NC1CCCC1)c1ccncc1)Nc1cccnc1 (centres undefined)	4	99	100	8	-9	98	100	99	8	99	29
46	Cn1c(=O)c2c(nc(NCC3CCCO3)n2C)n(C)c1=O (centres undefined)	-2	?	?	-2	.	?	?	?	-127	?	20
47	CCOC(=O)C1=NOC2C(=O)N(c3ccc(Cl)cc3Cl)C(=O)C12 (centres undefined)	0	?	?	9	13	?	?	?	-5	?	25
48	COc1ccc(-n2c(SC3CCOC3=O)nc3ccccc3c2=O)cc1OC (centres undefined)	-3	99	98	15	-11	96	102	100	-21	99	7
49	CSc1ccccc1NC(=O)Cn1nnc(-c2ccc(S(C)(=O)=O)cc2)n1	-1	101	103	-58	15	110	102	104	14	97	15
50	O=C(Nc1ccccc1C(F)(F)F)NC1CCCCC1	-4	105	103	2	.	103	106	107	-20	101	12
51	Cc1ccc(C(=O)NNC(=O)C2CCN(Cc3ccccc3)CC2)cc1	0	105	104	-10	3	103	103	105	-17	99	12
52	Cn1cccc1C(C#N)c1cccc(F)c1C#N (centres undefined)	1	94	96	-9	-9	90	93	98	-27	94	10
53	Cc1nnc(SCc2ccccn2)n(N)c1=O	3	97	98	3	11	93	97	102	-28	95	4
54	O=[N+]([O-])c1cc(Cl)ccc1N1CCCCC1	-2	95	96	4	5	93	96	96	-36	97	7
55	O=C(CCN1C(=O)C2(OCCO2)c2ccccc21)c1ccccc1	-4	102	100	-13	22	99	103	104	-15	97	13
56	Cc1cc(=O)n(C)c(=O)n1CCCCCCN1CCCC1	2	99	98	29	.	93	97	103	22	99	6

# Additional structures follow:
nr	SMILES	Bim-Mcl-1	HRas wt GTP bind	Rab2A wt mod	Mcl1 Noxa PPI	Pf gametocyte	Rab7 wt GTP bind	Cdc42 wt GTP	Rac1 wt modul	Mcl1-Bid inh	Rac1 mut GTP	Avidin bead fluor
57	Cc1ccc(S(=O)(=O)c2c(C)cc(-c3ccccc3)[nH]c2=O)cc1	2	103	100	-8	.	101	100	103	-33	100	11
58	Cc1cc(C)c2cc3c(N)c(C(=O)N4CCOCC4)sc3nc2c1	-2	98	96	20	7	103	97	100	11	97	6
59	C/C(=N\N=C1\NC(=O)C(Cc2ccccc2)S1)c1ccccc1 (centres undefined)	0	94	91	14	-8	97	94	93	-8	91	25
60	COC(=O)c1cc2n(n1)CCN(Cc1ccc(OC)cc1)C2=O	1	98	96	-16	.	95	99	96	-35	95	19
61	CCOC(=O)c1sc(NC(=O)c2ccccc2OC)nc1C	0	103	102	13	.	101	105	107	29	104	10
62	N=C1C(c2nc3ccccc3c(=O)[nH]2)=C(O)CN1CCc1ccccc1	0	97	96	19	.	95	95	97	-5	96	7
63	COc1ccc(C)cc1NC(=O)CSc1nnc(COc2ccccc2)n1Cc1ccco1	0	97	98	7	7	97	95	96	-7	95	5
64	C=CCn1c(SCC(=O)c2cccs2)nc2sc(C)c(C)c2c1=O	2	100	101	-9	.	97	101	104	20	101	22
65	c1cc2c(c(NCc3ccncc3)c1)CCCC2	1	100	98	26	.	101	99	103	-133	99	11
66	COC(=O)C1=C(N)Oc2c(oc(CO)cc2=O)C1c1ccccc1F (centres undefined)	0	103	102	-4	.	104	102	105	-16	102	33
67	Cc1occc1C(=O)N/N=C/C=C/c1ccccc1[N+](=O)[O-]	0	97	98	7	-3	98	98	101	-17	97	9
